# GluA2 TARP mod – modulators of GluA2-stargazin AMPA receptor complexes, primary screen, cell-based, membrane potential dye; Voltage-dependent calcium channel gamma-2 subunit (Mus musculus) + Glutamate receptor 2 …; HEK293 GluA2+stargazin, membrane potential dye (FDSS), glutamate EC50; hits were called plate by plate, in both directions; calls only at 30 µM; actives 3.5% (n = 40,000); AID 1259245, 2017;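 active = any of four per-well response measures lying three or more SD from its plate-wide compound average, in either direction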
# Target sequence (O88602 whole entry, looked up): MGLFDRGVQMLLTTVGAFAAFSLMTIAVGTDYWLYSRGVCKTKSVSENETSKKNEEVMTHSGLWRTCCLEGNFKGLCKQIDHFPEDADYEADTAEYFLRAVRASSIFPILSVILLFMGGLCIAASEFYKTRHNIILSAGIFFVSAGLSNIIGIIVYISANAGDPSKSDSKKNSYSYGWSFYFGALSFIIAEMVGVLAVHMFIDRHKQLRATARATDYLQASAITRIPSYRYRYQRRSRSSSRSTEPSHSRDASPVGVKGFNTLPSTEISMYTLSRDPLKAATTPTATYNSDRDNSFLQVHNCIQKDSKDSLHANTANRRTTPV
# Target sequence (P19491 whole entry, looked up): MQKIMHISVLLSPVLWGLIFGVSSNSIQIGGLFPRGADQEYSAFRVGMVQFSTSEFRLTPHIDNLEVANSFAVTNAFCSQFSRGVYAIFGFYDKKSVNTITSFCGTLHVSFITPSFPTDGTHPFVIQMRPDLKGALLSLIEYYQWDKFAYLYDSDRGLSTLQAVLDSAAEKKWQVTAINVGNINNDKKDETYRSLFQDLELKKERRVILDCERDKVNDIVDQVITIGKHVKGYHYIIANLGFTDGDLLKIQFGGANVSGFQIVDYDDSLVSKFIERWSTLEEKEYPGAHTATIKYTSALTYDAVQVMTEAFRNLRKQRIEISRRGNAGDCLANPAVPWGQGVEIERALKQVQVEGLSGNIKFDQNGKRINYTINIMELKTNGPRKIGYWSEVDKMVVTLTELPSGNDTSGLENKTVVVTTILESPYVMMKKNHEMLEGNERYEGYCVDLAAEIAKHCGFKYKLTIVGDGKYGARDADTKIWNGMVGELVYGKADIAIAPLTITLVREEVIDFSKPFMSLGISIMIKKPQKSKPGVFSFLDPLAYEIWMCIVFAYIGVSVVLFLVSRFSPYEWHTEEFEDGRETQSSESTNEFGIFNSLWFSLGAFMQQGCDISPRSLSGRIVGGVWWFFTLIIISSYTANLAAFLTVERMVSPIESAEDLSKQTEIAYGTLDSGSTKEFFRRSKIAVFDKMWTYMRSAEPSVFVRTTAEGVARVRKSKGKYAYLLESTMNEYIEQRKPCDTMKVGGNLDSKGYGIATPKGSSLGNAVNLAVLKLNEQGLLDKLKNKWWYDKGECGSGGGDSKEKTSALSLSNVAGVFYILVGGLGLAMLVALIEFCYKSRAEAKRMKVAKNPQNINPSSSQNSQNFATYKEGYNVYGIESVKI
# GluA2 TARP mod agonism max-min – recorded beside GluA2 TARP mod, whose call it bears; compound max-min signal; compound-alone response (agonism);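 unitless range of fluorescence divided by baseline over first 100 seconds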
# GluA2 TARP mod glutamate slope – also measured in GluA2 TARP mod; calls as there; glutamate slope, % of max; measured here: glutamate response slope, % max;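 scaled per plate between vehicle wells and maximal 1 mM glutamate control wells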
# * hit, by the source's call; i = inactive; + = active, no number. This is a subset; count on the stated rates, not on these rows.
mol | GluA2 TARP mod | GluA2 TARP mod agonism max-min | GluA2 TARP mod glutamate slope
CC1Cc2c(NC(=O)Cn3cnc4c3c(=O)n(C)c(=O)n4C)nn(C)c2NC1=O (configuration not stated) | i | 0.122 | 53.7
COc1ccc(/C=C/C(=O)Nc2ccc(C(N)=O)cc2)cc1OC | i | 0.0334 | 42.4
CCn1c(-n2nc(C)cc2C)nc2c1c(=O)n(CC(N)=O)c(=O)n2C | i | 0.0841 | 56.2
Cn1cccc1C(CNC(=O)c1cccs1)N1CCCCCC1 (configuration not stated) | i | 0.0749 | 65.3
Cc1cccc(-n2c(C)cn3c4c(=O)n(CC(=O)C(C)(C)C)c(=O)n(C)c4nc23)c1C | i | 0.063 | 31.6
Cc1nnc(C2CCN(CC(=O)Nc3nccs3)CC2)s1 | i | 0.0898 | 59.9
Cc1cc(-c2nnc(NC(=O)c3nc4ccccc4s3)o2)nn1C | + | 0.183* | 39.1*
Cc1ccc(NC(=O)C(=O)NCC2CCN(C(=O)/C=C/c3ccco3)CC2)cc1Cl | i | 0.119 | 60.6
CC(=O)Nc1ccc(NC(=O)c2ccc(-c3ccc(Cl)cc3)o2)cc1 | i | 0.111 | 67.8
C=CCNC(=O)CSc1nnc(-c2cn(C)nc2OC)n1C | i | 0.0841 | 63.7
COc1ccc(NC(=O)Cn2cc(-c3nnc(-c4ccco4)o3)c3ccccc32)cc1 | i | 0.11 | 60.9
COc1ccc(C)c2sc(N(Cc3ccncc3)C(=O)/C=C/c3ccc([N+](=O)[O-])cc3)nc12 | + | 0.133* | 35.6*
COc1ccccc1OCC(O)CN1CCC(C)CC1 (configuration not stated) | i | 0.0943 | 51.7
CCC1CCCCN1C(=O)COc1cccc2c1CCN(Cc1ccccc1)C2=O (configuration not stated) | i | 0.0595 | 69.1
COc1ccc(CNC(=O)c2nnn(Cc3ccccc3)c2N)cc1OC | i | 0.0745 | 65.1
COc1cc(C(=O)Nc2ccc(CC(=O)N(C)C)cc2)cc(OC)c1OC | i | 0.0642 | 36.6
CCOC(=O)CC1C(=O)NCCN1Cc1ccccc1OCC (configuration not stated) | i | 0.0503 | 57.9
Cn1c(-c2ccccc2)nn(CCNC(=O)c2ccccc2Cl)c1=O | i | 0.121 | 47.6
COc1ccc(SCC(=O)Nc2nc3c(s2)CCc2ccccc2-3)cc1 | i | 0.0774 | 61.9
CCOc1ccc(S(=O)(=O)Nc2ccccc2C(=O)O)c(C)c1C | i | 0.107 | 47.4
O=C(CN1CCC(COCc2ccccc2)CC1)NCc1ccco1 | i | 0.0409 | 56.6
O=C(NCCOc1cccc(C(F)(F)F)c1)c1ccc(S(=O)(=O)N2CCOCC2)cc1 | i | 0.152 | 57.6
Cc1cccc(C(=O)O)c1NC(=O)C1Cc2ccc(Cl)cc2C(=O)O1 (configuration not stated) | i | 0.119 | 60.8
Cc1ccc(NC(=O)Cc2ccc(F)cc2)cc1N1CCCCC1=O | i | 0.106 | 53.0
Cc1c(C(=O)N2Cc3nn(C(C)(C)C)c(-n4cccc4)c3C2)cnn1-c1ccccc1 | i | 0.0805 | 67.1
COc1ccc(S(=O)(=O)N2CCC(C)CC2)cc1 | i | 0.0946 | 64.2
Cc1cc(NC(=O)CSc2nnc(N3CCN(C(=O)Cc4cccs4)CC3)s2)no1 | + | 0.148* | 58.9*
CN(C)C(CNC(=O)Cc1ccc(F)cc1)c1ccco1 (configuration not stated) | i | 0.11 | 61.1
CN(C)S(=O)(=O)N1CCC(c2nnc(-c3ccco3)o2)CC1 | i | 0.0604 | 62.5
CCOc1ccc(N2C(=O)N(Cc3cccc([N+](=O)[O-])c3)c3ccccc3S2(=O)=O)cc1 | i | 0.118 | 48.8
CCCNS(=O)(=O)c1ccc(OC)c2ccccc12 | i | 0.078 | 73.4
CCc1ccc(N2CCCn3c2nc2c3c(=O)n(CC(=O)O)c(=O)n2C)cc1 | i | 0.101 | 73.2
Cc1cc(C)c2sc(NC(=O)CC3CCCCC3)nc2n1 | i | 0.0732 | 44.0
Cc1ccc(OCCCC(=O)Nc2nc(C)c(C)s2)c(C)c1 | i | 0.0869 | 85.8
Cc1ccc(NC(=O)NCCOc2ccc(-c3ccc(F)cc3)nn2)cc1 | i | 0.0511 | 43.0
COCCn1c(-n2nc(C)cc2C)nc2c1c(=O)n(Cc1ccc(OC)cc1)c(=O)n2C | i | 0.0973 | 61.1
Cc1ccc([N+](=O)[O-])cc1NC(=O)C(=O)NC1CC1 | i | 0.16 | 31.6
O=C(Nc1ccc(I)cc1C(=O)N1CCCC1)c1cccc2ccccc12 | i | 0.0417 | 47.3
COc1cc(OC)c(NC(=O)CSC2=NC(C)(C)N=C2c2ccc(C)cc2)cc1Cl | i | 0.146 | 55.8
O=C(COc1ccc(Cl)cc1)NCCOc1ccc2nnc(-c3cccc(F)c3)n2n1 | i | 0.0351 | 69.7
NS(=O)(=O)c1ccc(CCNC(=O)c2nn(-c3ccc(F)cc3)cc2OCc2ccccc2)cc1 | i | 0.0768 | 52.7
COc1ccc(S(=O)(=O)Nc2ccc(N3CCCC3=O)c(C)c2)cc1OC | i | 0.0519 | 54.5
Cc1ccc(-c2noc(-c3c(C)cc(C)n(CC(=O)NCc4ccc(Cl)cc4)c3=O)n2)cc1 | i | 0.0706 | 57.3
CC(C)Oc1ccc(C(=O)Nn2cnc3c(cnn3-c3ccccc3)c2=O)cc1 | i | 0.0337 | 55.5
Cc1ccc(C)c(COc2cccc(N3CCn4c3nc3c4c(=O)n(C)c(=O)n3C)c2)c1 | i | 0.115 | 55.9
CCN1C(=O)Cc2cc(NC(=O)NCCCc3ccccc3)ccc21 | i | 0.114 | 53.0
COc1cn2c(cc1=O)C(=O)N(CCNC(=O)c1ccc([N+](=O)[O-])o1)CC2 | i | 0.11 | 54.9
C#CCOCC(O)CN1CCN(c2ccc(F)cc2)CC1 (configuration not stated) | i | 0.0811 | 67.2
COc1ccccc1-c1nnc(NC(=O)Cc2ccc(S(C)(=O)=O)cc2)o1 | + | 0.115* | 30.2*
COc1ccc(Cn2c(-n3nc(C)cc3C)nc3c2c(=O)n(CC(N)=O)c(=O)n3C)cc1 | i | 0.106 | 64.4

# Complete entries, looked up by structure.
# C=CCNC(=O)CSc1nnc(-c2cn(C)nc2OC)n1C across the screens: GluA2 TARP mod: i; GluA2 TARP mod agonism max-min: 0.0841; GluA2 TARP mod glutamate slope: 63.7
# COc1ccc(CNC(=O)c2nnn(Cc3ccccc3)c2N)cc1OC across the screens: GluA2 TARP mod: i; GluA2 TARP mod agonism max-min: 0.0745; GluA2 TARP mod glutamate slope: 65.1
# COc1ccccc1OCC(O)CN1CCC(C)CC1 (configuration not stated) across the screens: GluA2 TARP mod: i; GluA2 TARP mod agonism max-min: 0.0943; GluA2 TARP mod glutamate slope: 51.7

# Additional records:
# Every second line gives: GluA2 TARP mod | GluA2 TARP mod agonism max-min | GluA2 TARP mod glutamate slope
CCOC(=O)CCn1c(=O)c2c(nc3n(-c4ccc(OC)cc4)c(C)c(C)n23)n(C)c1=O
    i | 0.111 | 70.2
Cn1c(C(=O)O)cc2ccccc2c1=O
    i | 0.079 | 55.7
COc1ccc(S(=O)(=O)NCCNc2ccc(C)nn2)cc1Cl
    i | 0.103 | 56.2
Cn1ccc(C(=O)N(Cc2cccnc2)c2nc3ccc(F)cc3s2)n1
    i | 0.0806 | 61.8
Cn1cccc1C(CNC(=O)C(=O)Nc1ccc2c(c1)OCCO2)N1CCOCC1 (configuration not stated)
    i | 0.0772 | 48.9
O=C1CCS(=O)(=O)N1c1ccc(S(=O)(=O)N2CCc3ccccc3C2)cc1
    i | 0.0819 | 65.3
O=C(NCCNc1ccc(Nc2ccncc2)nn1)c1ccccc1C(F)(F)F
    i | 0.271 | 48.5
O=C(CN(c1ccc(F)cc1)S(=O)(=O)c1cccnc1)N1CCN(c2ccccc2)CC1
    i | 0.117 | 29.7
Cc1nccn1-c1cc(N2CCN(S(=O)(=O)c3ccc(F)cc3F)CC2)ncn1
    i | 0.0979 | 49.2
Cc1cc(-c2nnc(NC(=O)c3ccc(C(C)(C)C)cc3)o2)nn1C
    i | 0.0834 | 32.5
COc1ccc(Cl)cc1NC(=O)COC(=O)c1cc(C(C)=O)n2ccccc12
    i | 0.0853 | 58.0
Cc1c(Cl)cccc1NC(=O)C(=O)NCc1ccsc1
    i | 0.0248 | 26.5
COc1cccc(-c2ccc(=O)n(CCCC(=O)NCCc3ccccc3)n2)c1
    i | 0.0336 | 26.8
O=C(NCc1ccccc1)C(=O)c1cn(CC(=O)N2CCOCC2)c2ccccc12
    i | 0.0967 | 48.8
Cc1ccc(-c2noc(CSc3nc4ccccc4c(=O)n3C(C)C)n2)cc1
    i | 0.0509 | 79.0
COc1ccc(C(CNC(=O)c2ccc(C(C)(C)C)cc2)N2CCN(C)CC2)cc1 (configuration not stated)
    i | 0.0804 | 50.7
O=C(C1CCCCC1)N(CCN1CCOCC1)c1nc2c(Cl)cccc2s1
    i | 0.0634 | 56.1
O=C(NCc1ccccn1)C(=O)Nc1nccs1
    i | 0.0893 | 48.9
COc1ccc(N2CC(c3nc4ccccc4n3CC(=O)N3CCCCCC3)CC2=O)cc1 (configuration not stated)
    i | 0.102 | 47.5
Cc1cc(C)n(CCNC(=O)c2snnc2C)n1
    i | 0.138 | 52.8
COc1cccc(NC(=O)C(=O)NCC(c2cccn2C)N2CCCCCC2)c1 (configuration not stated)
    i | 0.0649 | 35.5
CC1Cc2c(NC(=O)c3cc(Cl)ccc3Cl)nn(C)c2NC1=O (configuration not stated)
    i | 0.11 | 63.5
FC(F)(F)c1ccc(Oc2ccc(I)cc2)nc1
    i | 0.05 | 31.7
CCOc1ccc(CC(=O)NCC2(O)CCCC2)cc1
    i | 0.0729 | 51.2
CC(O)(CNC(=O)Nc1ccccc1C(F)(F)F)c1ccc(-c2ccccc2)cc1 (configuration not stated)
    i | 0.124 | 42.9
CC(C)(C)c1ccc(S(=O)(=O)c2cnc(SCC(=O)Nc3ccc(Cl)cc3)[nH]c2=O)cc1
    i | 0.112 | 48.9
Cc1ccc(C)c(S(=O)(=O)Nc2ccc3c(c2)CCCN3C(=O)c2ccccc2)c1
    i | 0.105 | 69.1
O=C(Cc1cc(-c2cc3ccccc3o2)on1)NCc1ccccn1
    i | 0.0516 | 43.3
O=C(NCCc1ccc(Cl)cc1)c1n[nH]c2ccccc12
    i | 0.0859 | 42.5
O=C(c1cccs1)N1CCN(c2ncnc3c2nnn3-c2ccc(F)cc2)CC1
    i | 0.0823 | 67.1
Cn1nc(C(=O)NCCCn2cccc2)ccc1=O
    i | 0.119 | 62.1
Cn1cc(C(=O)N2CCOCC2)cc(NC(=O)c2ccco2)c1=O
    i | 0.066 | 60.3
Cc1cc(C(=O)NCC(O)(c2cccs2)C2CC2)no1 (configuration not stated)
    i | 0.102 | 40.1
CCC(C(=O)Nn1cnc2c(cnn2C(C)(C)C)c1=O)c1ccccc1 (configuration not stated)
    i | 0.035 | 44.9
CCNC(=O)C1Cc2ccccc2N1C(=O)/C=C\c1ccccc1 (configuration not stated)
    i | 0.0338 | 45.2
CC(C)c1nnc(C2CCN(C(=O)c3ccsc3)CC2)o1
    i | 0.108 | 50.7
O=C(NCCn1ncc2c(N3CCN(c4ncccn4)CC3)ncnc21)C1COc2ccccc2O1 (configuration not stated)
    i | 0.0483 | 74.0
Cc1[nH]c(=O)[nH]c(=O)c1CC(=O)N1CCN(c2ncccn2)CC1
    i | 0.126 | 72.2
COc1ccc(OC)c(NC(=O)c2cc(-c3ccc(OC)c(OC)c3)nc3ccccc23)c1
    i | 0.0704 | 6.2
NS(=O)(=O)c1ccc(CCNS(=O)(=O)CCCOc2ccc3c(c2)OCO3)cc1
    i | 0.113 | 56.1
COC(=O)c1cc(Br)ccc1NC(=O)c1ccc(OC)c(OC)c1
    i | 0.0652 | 68.7
CC(=O)N1CCc2c(sc(NC(=O)c3cc(C)no3)c2C(N)=O)C1
    + | 0.21* | 46.4*
CN(C)S(=O)(=O)c1ccc(C(=O)Nc2ccc(CC(=O)N3CCOCC3)cc2)cc1
    i | 0.048 | 29.5
COc1ccc2nc(-c3cccc(NC(=O)Nc4ccc(C)cc4)c3)cn2n1
    i | 0.125 | 64.1
Cc1ccccc1C(=O)NCCS(=O)(=O)N1CCN(c2ncccn2)CC1
    i | 0.0898 | 54.5
COc1ccc2nc(N(CCN3CCOCC3)C(=O)c3ccc([N+](=O)[O-])o3)sc2c1
    + | 0.173* | 68.7*
Cn1nnc2c(SCc3ccccc3)ncnc21
    i | 0.0237 | 27.7
CCn1c(=O)c2c(nc3n2CCCN3c2cc(C)ccc2OC)n(C)c1=O
    i | 0.0534 | 34.8
CCn1nccc1C(=O)N(CCN1CCOCC1)c1nc2c(Cl)cccc2s1
    i | 0.0718 | 58.7
Cc1csc(C(=O)NCC2CCN(S(=O)(=O)C3CC3)CC2)c1
    i | 0.0477 | 32.4

# Next section; the last two above are carried over.
# Every second line gives: GluA2 TARP mod | GluA2 TARP mod agonism max-min | GluA2 TARP mod glutamate slope
CCn1nccc1C(=O)N(CCN1CCOCC1)c1nc2c(Cl)cccc2s1
    i | 0.0718 | 58.7
Cc1csc(C(=O)NCC2CCN(S(=O)(=O)C3CC3)CC2)c1
    i | 0.0477 | 32.4
C#CCOCC(O)CN1CCN(C(c2ccccc2)c2ccccc2)CC1 (configuration not stated)
    i | 0.0645 | 61.6
C=CCn1c(C2CC(=O)N(c3ccc(Cl)cc3)C2)nc2ccccc21 (configuration not stated)
    i | 0.0607 | 62.3
O=C(CCCn1nc(-c2ccc(F)cc2)ccc1=O)Nc1nc2ccccc2[nH]1
    i | 0.0257 | 23.8
Cc1ccc(Cn2c(=O)c3c(nc(N4CCOCC4)n3C)n(C)c2=O)cc1
    i | 0.0716 | 32.0
COc1ccc(NC(=O)CSC2=NS(=O)(=O)c3ccc(C)cc3N2)cc1Cl
    i | 0.0437 | 59.3
COc1ccc(SCCC(=O)N2CCN(c3nc4ccc(F)cc4s3)CC2)cc1
    i | 0.0995 | 60.6

# Assay outcomes deposited in PubChem BioAssay by Vanderbilt High Throughput Screening Facility.
